High-throughput results as filed in PubChem.
FXIIa inh: blocks human coagulation factor XIIa protease activity. P00748. purified FXIIa, Boc-QGR-AMC fluorogenic substrate, 2 h. inhibition, % at 5 µM. actives 0.3% (n = 220,000); in the data active = inhibition above about 40%;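 note: 0% = enzyme with no compound and 100% = blank without enzyme; many of its hits are not listed in these tables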
Rad51 HR inh: blocks human Rad51 in homologous recombination. actives 0.085% (n = 200,000). Q06609. AID 1385. hRad51 DNA strand exchange, fluorescence dequenching. inhibition, % at 10 µM;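 active = inhibition above 40% at the single screening dose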;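 note: 0% = DMSO control wells and 100% = blanks with heterologous ssDNA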
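Read-out basis: percent inhibition relative to plate controls and blanks / Assay system: human Rad51 nucleoprotein filaments preassembled on unlabelled ssDNA / Timing: filaments 15 min 37 °C, then compound 30 min / Control set: per-plate controls and blanks / Technique: fluorescence dequenching at 485/520 nm / Compound: 10 µM final, single point / Also added: Fluorescein- and BHQ1-tagged 47-mer duplex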
Thrombin inh: inhibitors of human thrombin | P00734 | alpha-thrombin, Boc-VPR-AMC fluorogenic substrate cleavage | inhibition, % at 5 µM | actives 0.26% (n = 220,000);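 active = inhibition at or above 40%; inactive = inhibition below 40%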;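 note: 0% = enzyme with no compound and 100% = wells without enzyme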
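System – human alpha-thrombin protein · Reagent – Boc-VPR-AMC substrate, 15 µM final · Compound – 5 µM single dose in 0.2% DMSO · Schedule – reaction at room temperature · Technique – AMC fluorescence at 355 nm excitation and 460 nm emission · Read-out basis – % inhibition relative to enzyme controls and enzyme-free blanks · Control set – no-compound enzyme wells and no-enzyme blanks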
Furin inhibitor: inhibitors of human furin; P09958; purified furin, fluorogenic substrate cleavage; inhibition, % at 30 µM; actives 0.061% (n = 220,000); AID 463115; in the data active = inhibition above about 25%; note: inactives centre near -15
PERK inh: blocks human PERK kinase; Q9NZJ5; CHO PERK-DD fusion, SEAP luminescence translation reporter; inhibition, % at 5.6 µM; actives 0.17% (n = 220,000); AID 1416;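 active = inhibition above the mean inhibition of all tested compounds plus 3 SD, set separately per screening campaign, cut at about 2.9% in these data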;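 note: PERK kinase domain activated by AP20187 dimerizer at 100 nM; 0% = DMSO with dimerizer and 100% = rapamycin at 8.4 µM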
FXIa inh: blocks human coagulation factor XIa protease activity | inhibition, % at 5 µM | actives 0.14% (n = 220,000) | P03951 | AID 798 | purified FXIa, Boc-Glu-Ala-Arg-AMC fluorogenic substrate;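 active = inhibition of at least 40%; inactive = inhibition below 40%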;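 note: fluorescence of freed AMC excited at 355 nm; 0% = enzyme without compound and 100% = no enzyme blank; many of its hits are not listed in these tables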
Target sequence (P03951 19-387 limits assumed): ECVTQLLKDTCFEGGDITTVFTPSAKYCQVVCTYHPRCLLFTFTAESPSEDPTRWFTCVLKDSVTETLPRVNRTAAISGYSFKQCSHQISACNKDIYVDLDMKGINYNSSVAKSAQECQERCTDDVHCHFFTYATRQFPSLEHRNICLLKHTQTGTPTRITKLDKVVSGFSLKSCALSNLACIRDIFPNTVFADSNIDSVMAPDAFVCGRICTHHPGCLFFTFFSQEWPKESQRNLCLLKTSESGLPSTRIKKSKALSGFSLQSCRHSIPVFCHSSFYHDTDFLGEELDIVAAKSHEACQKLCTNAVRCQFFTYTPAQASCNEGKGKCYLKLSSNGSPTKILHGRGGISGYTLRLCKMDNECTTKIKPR
Target sequence (P03951 388-625 limits assumed): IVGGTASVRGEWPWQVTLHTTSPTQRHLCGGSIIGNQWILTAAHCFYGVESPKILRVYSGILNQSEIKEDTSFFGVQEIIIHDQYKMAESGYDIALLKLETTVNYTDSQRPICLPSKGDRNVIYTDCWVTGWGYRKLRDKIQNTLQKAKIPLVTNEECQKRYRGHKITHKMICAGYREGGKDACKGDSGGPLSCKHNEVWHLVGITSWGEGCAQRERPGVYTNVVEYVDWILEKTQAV
Calpain2 inh: calpain II (pig) inhibition; purified calpain II, fluorogenic peptide substrate, 30 min; inhibition, % at 16 µM; actives 0.37% (n = 220,000); AID 1236;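 active = inhibition above about 50%, limit read from the data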
Cl transport mod: modulates chloride dependent transport by human KCC2. B-score of Tl+ flux slope (higher = more flux/activation; lower = inhibition) at 10 µM. actives 2.2% (n = 190,000). KCC2 cells, thallium flux FluoZin-2 fluorescence. AID 1456. Q9H2X9;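 active = thallium flux slope and its plate-corrected score both differing from the plate sample mean at a set confidence after two filtering rounds, in either direction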;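 note: slope of fluorescence scaled to starting intensity during 10 to 20 s after thallium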
hK5 inh: inhibitors of human kallikrein 5. Q9Y337. recombinant hK5, fluorogenic AMC substrate cleavage. inhibition, % at 5 µM. actives 0.59% (n = 210,000);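 active = inhibition of 40% or more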;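 note: 0% = enzyme controls without compound and 100% = no-enzyme blanks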
Target sequence (Q9Y337 67-293 limits assumed): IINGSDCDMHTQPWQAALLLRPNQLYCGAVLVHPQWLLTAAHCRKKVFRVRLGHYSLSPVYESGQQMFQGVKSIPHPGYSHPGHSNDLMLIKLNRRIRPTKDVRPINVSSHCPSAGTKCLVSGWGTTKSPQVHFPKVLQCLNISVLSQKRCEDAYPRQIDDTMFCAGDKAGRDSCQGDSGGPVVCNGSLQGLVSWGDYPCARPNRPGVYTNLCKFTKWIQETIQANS
* = called active by the depositor; / = not tested or not shown; [ ] = dose if it differs, or a comment. The list is partial, so the mix of outcomes need not match the whole.

SMILES	FXIIa inh	Rad51 HR inh	Thrombin inh	Furin inhibitor	PERK inh	FXIa inh	Calpain2 inh	Cl transport mod	hK5 inh
COc1ccc2cc(C#N)c(Nc3cccc(F)c3)nc2c1	10.1	6.0	0.4	-33.2	1.4	-1.8	-129.9	0.383	-0.7
COc1cc(NC2c3ncccc3C(=O)N2Cc2ccco2)cc(OC)c1OC (stereo unspecified)	1.6	-21.1	7.1	-23.6	-0.1	-5.7	-32.9	0.963	-3.7
CCNC(=O)c1ccccc1CCc1ccccc1	-2.3	-28.5	-2.5	-25.7	0.6	-6.0	-24.1	-0.585	-10.4
COCCCNc1nc2nonc2nc1N(C)CC1CCCN1C (stereo unspecified)	8.1	2.8	-7.5	-8.0	-0.4	-3.0	21.1	-0.839	2.3
CCN(CC)S(=O)(=O)c1ccc(C(=O)Nc2nnc(-c3ccco3)o2)cc1	5.3	7.2	1.5	-21.7	0.0	-2.8	-7.8	0.0116	-16.8
CCCCCN(C(=O)CN(C)Cc1ccc(OC)cc1OC)c1c(N)n(CCCC)c(=O)[nH]c1=O	10.4	1.4	-3.8	-10.4[20 µM]	1.0	7.6	8.8	0.0406	-17.6
CCc1c(C(=O)NNC(=S)NC2CCCCC2)csc1C	-10.9	13.4	-0.4	-25.0	-0.2	-9.5	-17.8	1.44	-40.6
Cc1cc(C)nc(SCc2nc3nc(C)cc(C)n3c2Br)n1	-2.2	-1.4	-21.1	-2.9[20 µM]	-0.4	2.0	-225.7	0.193	1.1
CC(C)(C)NC(=O)c1ccc(NC(=O)C2COc3ccccc3O2)cc1 (stereo unspecified)	16.7	-5.7	0.9	-18.3	0.2	2.3	-6.5	-0.288	-1.8
CCOC(=O)C1(CCOC)CCN(C2C3CC4CC(C3)CC2C4)CC1 (stereo unspecified)	12.5	/	-3.9	-27.1	0.6	-1.6	4.1	0.848	/
O=C(O)/C=C/c1cnc2ccccc2n1	2.1	-4.6	25.6	-18.7	0.3	-0.8	-11.4	1.02	-0.3
S=C(Nc1ccccc1)N(CCN1CCOCC1)Cc1cccc(Cl)c1	7.7	/	1.8	-22.1	0.8	1.0	-7.0	-1.14	/

The last four entries of the section before open the next one.
SMILES	FXIIa inh	Rad51 HR inh	Thrombin inh	Furin inhibitor	PERK inh	FXIa inh	Calpain2 inh	Cl transport mod	hK5 inh
CC(C)(C)NC(=O)c1ccc(NC(=O)C2COc3ccccc3O2)cc1 (stereo unspecified)	16.7	-5.7	0.9	-18.3	0.2	2.3	-6.5	-0.288	-1.8
CCOC(=O)C1(CCOC)CCN(C2C3CC4CC(C3)CC2C4)CC1 (stereo unspecified)	12.5	/	-3.9	-27.1	0.6	-1.6	4.1	0.848	/
O=C(O)/C=C/c1cnc2ccccc2n1	2.1	-4.6	25.6	-18.7	0.3	-0.8	-11.4	1.02	-0.3
S=C(Nc1ccccc1)N(CCN1CCOCC1)Cc1cccc(Cl)c1	7.7	/	1.8	-22.1	0.8	1.0	-7.0	-1.14	/
COc1ccc(NC(=O)c2nc3ccccc3s2)cc1	2.5	/	-9.0	-8.4	-0.4	0.2	-2.2	1.03	-10.2
COCCNC(=S)N(CCc1c(C)[nH]c2ccc(C)cc12)Cc1cc(OC)c(OC)c(OC)c1	12.1	/	1.9	16.2	-0.7	5.2	-16.6	-0.657	-5.2
Fc1ccc(-c2csc(N3CCSCC3)n2)cc1	32.3	-10.3	9.4	-6.2	1.0	34.1	35.8	-0.0647	20.8
COc1ccc(OC)c(N(CC(=O)Nc2cccnc2)S(C)(=O)=O)c1	10.9	13.0	-1.9	-13.9[20 µM]	1.1	0.5	-23.2	-1.84	14.3
O=C(CSc1cccc[n+]1[O-])CSc1cccc[n+]1[O-]	-0.9	8.6	2.2	-17.5	0.2	-2.0	10.3	0.901	-14.4
Cc1cc(-c2nn(-c3ccccc3F)cc2CN2CCN(c3ccccn3)CC2)c(C)s1	4.2	-17.4	0.9	-19.3	0.7	3.6	8.1	/	/
O=C(O)Cc1n[nH]c(=O)c2ccccc12	11.5	/	0.1	-16.6	0.3	4.1	-1.1	0.782	-4.8
Cc1ccc(Cn2c(NCCc3ccccc3)nc3c2c(=O)n(C)c(=O)n3C)cc1	-5.4	-3.2	-6.5	-28.9[20 µM]	-1.1	-0.7	-36.1	-0.976	-26.3
COc1ccc(NC(=O)N(Cc2ccc(C)cc2)Cc2cccnc2)c(OC)c1	11.6	2.6	1.5	-40.0	-0.6	5.1	-34.1	-0.18	-2.4
Nc1nnc(SCC(=O)Nc2cccc(S(N)(=O)=O)c2)s1	4.2	-2.0	-7.9	-28.8	1.4	0.0	-5.7	-0.0058	-3.5
CCC(C)(C)n1nnnc1C(c1ccncc1)N1CCN(c2cccc(OC)c2)CC1 (stereo unspecified)	-9.8	-6.0	-1.0	-31.6[20 µM]	-0.7	-14.1	-19.2	/	-12.3
COc1cccc(N/C(SC)=C(/C#N)C(N)=O)c1	-2.7	-1.5	-17.3	-27.2[20 µM]	1.0	5.4	0.7	-0.269	3.6
CCN(CCCNC(=O)C1CCN(S(=O)(=O)c2cnc[nH]2)CC1)c1cccc(C)c1	10.1	-6.5	-0.8	-29.7	1.2	-3.6	20.2	0.439	-7.8
CCN(CC)c1ccc(/C=N/N=C(c2ccccc2)c2ccccc2)c(O)c1	8.2	-2.0	-5.1	4.5	0.9	-2.0	-9.6	-0.358	-10.8
CCOC(=O)N1CCN(c2c(NCC3CCN(Cc4cccc(C)c4)CC3)c(=O)c2=O)CC1	11.0	-0.4	5.1	-29.4	0.5	-0.9	17.8	-2.77	-9.1
CCn1c(SC/C=C/c2ccccc2)nnc1-c1cccs1	-13.9	-2.0	-7.4	-24.2[20 µM]	-0.2	-11.7	19.4	/	-1.7
COc1ccc(C2=NN(C(=O)CSc3nnc(C)c(=O)n3N)C(c3ccco3)C2)cc1 (stereo unspecified)	3.5	5.6	-4.4	-19.0	0.9	5.9	-28.3	0.0759	-5.7
O=C(NCC(F)(F)F)Nc1cccnc1	5.4	-7.8	2.4	-22.1[20 µM]	1.3	3.1	-7.9	0.104	9.1
CC(Nc1ccccc1)c1cc(Cl)ccc1O (stereo unspecified)	15.9	12.0	-3.1	-22.1[20 µM]	0.8	8.6	-12.6	-0.335	-3.5
Cc1ccc(Cn2c(C(=O)O)cc3sccc32)cc1	5.5	/	-7.5	-21.7	0.1	-0.2	-16.6	-0.253	-11.7
CCOC(=O)C(C)Oc1c(C(=O)OC)sc2ncccc12 (stereo unspecified)	8.0	/	-0.4	-12.8	-0.2	-0.5	-25.8	-0.629	1.6
O=C(Nc1ccccc1)c1cn2ccccc2n1	3.0	/	-12.9	-10.9	1.2	2.5	3.0	-0.0382	0.3
Cc1ccc(/C=N/NC(=O)C(O)c2ccccc2)o1 (stereo unspecified)	-0.4	-0.3	-8.0	-20.1	1.0	-4.8	-1.9	1.59	-3.8
CCN(CC(=O)Nc1c(F)cccc1F)C(=O)CCc1ccc(OC)cc1	11.5	4.3	-1.4	-25.7	-0.1	0.1	-14.4	0.785	1.9
Cc1ccc(N/N=C(\C#N)C(N)=S)cc1C	3.5	12.8	-1.7	-11.8	0.4	17.1	-6.6	-0.647	1.8
COc1ccccc1N1CCN(c2ccc([N+](=O)[O-])nc2)CC1	-2.1	3.9	1.5	-12.6	0.2	4.1	12.5	0.298	0.7
O=C(Nc1ccccc1)C1C2/C=C\CCCCC21 (stereo unspecified)	6.8	-5.8	-4.5	-16.9	1.2	-3.0	-3.8	-0.106	-5.2
Cc1ccc2c(c1)nnn2C1CCN(CC(=O)c2ccc(Cl)cc2)CC1	5.0	-5.0	-1.4	-11.7	0.1	-18.9	8.7	0.557	-18.2
O=C1CCCc2c1nc(-c1ccco1)n2O	18.6	-3.5	1.5	-49.7	0.2	8.0	-310.1	1.18	-18.9
COc1cc([N+](=O)[O-])c2ncsc2c1	14.2	3.5	-1.3	-13.1	2.5	6.6	-4.6	/	-16.5
O=C(CCNc1cccc(Cl)c1)c1cccs1	5.0	/	3.8	-16.4[20 µM]	0.8	2.9	2.2	-0.0261	7.1
CCOc1ncccc1C(=O)N(C)CC1COc2ccccc2O1 (stereo unspecified)	18.3	-2.9	4.6	-18.8[20 µM]	-0.1	3.7	-3.6	0.0655	-0.5
Cc1onc(-c2ccccc2)c1C(=O)NCC1CCN(C(=O)c2c(-c3ccccc3)noc2C)CC1	13.5	5.0	-2.7	-15.1[20 µM]	-0.6	0.0	16.1	-0.389	6.6
NC(=O)NC(=O)C[n+]1cccc(/C=N/O)c1	2.1	/	-4.6	-16.4	-0.2	-4.9	16.2	0.407	-1.9
S=c1[nH]nc(-c2cc(-c3ccccc3)n[nH]2)n1/N=C/c1c2ccccc2cc2ccccc12	8.1	2.9	0.1	-17.7	0.6	3.7	-18.8	-1.01	6.9
COc1ccc(/C=C/C(=O)Nn2cnnc2)cc1	5.8	/	-4.5	-12.7	1.1	3.0	-1.9	1.24	-9.8
CCOc1cnc(-c2ccccc2F)o1	-6.5	0.5	1.0	-19.2	0.9	-4.8	5.0	0.58	-20.5
Cc1ccc(NC(=S)NNc2ccc([N+](=O)[O-])cc2S(=O)(=O)Nc2ccccc2C(=O)O)cc1C	9.5	20.6	-3.9	-23.9	-0.4	2.1	8.5	-6.13*	-47.5
Cc1c(NC(=O)C(C)OC(=O)c2c3c(nc4ccccc24)CCC3)c(=O)n(-c2ccccc2)n1C (stereo unspecified)	-0.3	-6.5	11.1	-9.1	-0.4	-0.4	-17.0	-0.0529	-3.0
CNC(=O)c1c(Br)cnn1-c1ccc(C)cc1	8.5	/	-6.6	-16.7	0.1	-4.2	-6.0	-0.539	/
Cc1csc(N(C)C(=O)CSc2nnc(COc3cccc4ccccc34)o2)n1	18.5	3.3	-1.3	-23.5	0.4	1.8	1.0	/	-13.8
O=C(CCCNS(=O)(=O)c1cccc2nsnc12)NCc1ccc(F)cc1	13.8	17.8	-1.0	-1.8	-0.1	-3.6	-11.7	-2.64	-14.8
CC(=O)Nc1c(C(=O)N2CCCCCC2)cnn1-c1ccccc1	12.0	0.8	2.4	-23.8[20 µM]	-0.9	-1.6	5.7	-0.0529	-17.5
Cn1cc(C(=O)N2CCc3ccccc32)cn1	16.4	2.5	0.4	-7.9	1.1	7.7	14.9	-0.426	-19.9
COc1ccc(-n2nnnc2SCc2nc(N)nc(N3CCOCC3)n2)cc1	6.0	-6.5	-5.4	-26.3[20 µM]	1.4	5.5	0.5	0.0333	0.2
O=C(O)c1ccc(CNCc2cccc(Cl)c2Cl)cc1	1.4	4.4	-3.2	-14.4[20 µM]	0.6	3.2	-36.4	0.144	-25.0
COCCNC(=S)N/N=C(\C)c1ccc(Cl)c(Cl)c1Cl	/	-1.5	-12.1	-21.0	0.2	-4.2	15.8	3.21	-1.6
COC(=O)CC(N)c1ccc(Br)cc1 (stereo unspecified)	0.7	2.6	-7.3	-10.0	-1.0	-3.9	16.7	1.74	-1.7
COc1ccc([N+](=O)[O-])cc1C1NN=C(c2ccccc2O)S1 (stereo unspecified)	16.5	0.4	0.0	-15.0[20 µM]	0.2	1.1	-3.5	-0.135	-18.2
